Menin MLL FP TR: displaces Texas Red mutant MLL peptide from human menin; O00255; Menin + Texas Red MLL mutant peptide, fluorescence polarization; Potency, µM (top dose mostly 61.6 µM), inactives show top-dose FP activity change, negative = inhibition, actives largely listed as inhibitors; hit rate 0.23% among 270,000; AID 1768; active means well fitted inhibition curve with a large enough effect in the polarisation, with a control signal flat, not every such curve was filed as active; inconclusive means small, poorly fitted or top-dose-only effect, or effect the other way, or a change in a side signal; inactive means no such curve, though single readings can be large or run the other way; the % refers to the polarisation; further: potency means the concentration at half of the fitted maximal effect; % of control where 0% means no effect; many of its hits are not listed in these tables
PKM2 activator: increases activity of human pyruvate kinase M2; hit rate 0.34% among 260,000; purified PKM2, Kinase-Glo ATP luminescence, activation; response scale: 0% is enzyme alone, no compound; P14618; Potency, µM (top dose mostly 57.5 µM), for inactives: top-dose activation, most hits filed as activators; AID 1631; further: potency means the concentration at half of the fitted maximal effect; on the % scale 0 is the no-effect control and ±100 the full control effect; nearly all actives have a fitted effect of over 55% in size
Target sequence (P14618 whole entry, looked up): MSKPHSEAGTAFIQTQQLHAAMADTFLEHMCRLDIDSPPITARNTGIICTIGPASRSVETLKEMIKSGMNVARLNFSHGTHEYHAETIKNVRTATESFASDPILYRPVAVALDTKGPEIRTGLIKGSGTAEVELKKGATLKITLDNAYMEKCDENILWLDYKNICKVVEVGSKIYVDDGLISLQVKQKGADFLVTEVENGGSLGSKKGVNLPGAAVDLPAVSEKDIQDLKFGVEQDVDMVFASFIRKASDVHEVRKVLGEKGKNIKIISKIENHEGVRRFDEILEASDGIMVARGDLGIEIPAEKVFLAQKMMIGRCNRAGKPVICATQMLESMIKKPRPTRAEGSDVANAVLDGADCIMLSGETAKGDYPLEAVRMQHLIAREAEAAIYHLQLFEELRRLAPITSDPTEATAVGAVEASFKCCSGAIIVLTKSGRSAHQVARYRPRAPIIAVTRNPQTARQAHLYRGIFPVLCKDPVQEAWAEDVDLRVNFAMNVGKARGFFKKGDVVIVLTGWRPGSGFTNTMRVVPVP
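Kinase-Glo luminescence reports ATP generated from ADP (0.1 mM) and PEP (0.5 mM) by purified hPK-M2 after 1 h at room temperature, pH 7.2 imidazole buffer; intermediate enzyme activity allows detecting inhibitors and activators.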
VP16 counter: counter-screen for ROR gamma inhibitors: Gal4-VP16 reporter; Drosophila S2 Gal4-VP16 UAS-luciferase, luminescence, 20 h; Potency, µM (doses to about 53.6 µM), for the others: at the top dose activity, negative = inhibition, usual class: inhibitors; hit rate 3.5% among 310,000;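 further: Gal4-VP16 expression switched on by copper sulfate through the metallothionein promoter; potency means the concentration at half of the fitted maximal effect; on the % scale 0 is the no-effect control and ±100 the full control effect; nearly all actives have a fitted effect of over 50% in size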
p53 reactivation: restores transcriptional activity of mutant p53. H1299 p53-A138V BP100-luciferase reporter, luminescence, 24 h. hit rate 0.063% among 320,000. Potency, µM (titrated, usually from 92.2 µM), without a hit: at the top dose activity change, positive = activation, most hits filed as activators; further: potency means the concentration at half of the fitted maximal effect; % of control where 0% means no effect; nearly all actives have a fitted effect of over 45% in size
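p53-null H1299 cells stably carrying temperature-sensitive p53-A138V and a BP100-luciferase reporter were pinned with compounds (4-point, 1:5 series) and held 24 hrs at 37 deg C. Luminescence was read 10 min after detection reagent.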
NPC1 prom act: activates the NPC1 promoter; Huh7 NPC1 promoter luciferase reporter, 24 h; Potency, µM (highest dose often 9.22 µM), for inactives: at the highest dose activation, usual class: activators; hit rate 2.4% among 320,000;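 further: potency means the concentration at half of the fitted maximal effect; % of control where 0% means no effect; nearly all actives have a fitted effect of over 60% in size; reporter is driven by a mutant NPC1 promoter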
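Compounds in DMSO were transferred onto Huh7 NPC1-luciferase reporter cells pre-incubated 2 h; after 24 h at 37 °C, Amplite reagent was dispensed and luminescence recorded 10 min later.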
FLuc counter: firefly luciferase modulation, counter-screen for miR-21 project; AID 588342; P08659; hit rate 6.9% among 360,000; Potency, µM (top dose mostly 57.5 µM), for the others: at the top dose activity change, negative = inhibition, most hits filed as inhibitors; purified FLuc, Km substrates, luminescence inhibition;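 further: potency means the concentration at half of the fitted maximal effect; plate controls were vehicle for no effect and reference inhibitor for full effect; nearly all actives have a fitted effect of over 55% in size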
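Purified P. pyralis luciferase, 10 nM final, with Km-level 10 uM D-luciferin and 10 uM ATP in 50 mM Tris acetate pH 7.5, 10 mM Mg acetate, 0.01% Tween-20, 0.05% BSA; 6-point qHTS titration about 60 µM downward; luminescence read.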
ELG1 genotox: inducers of genotoxicity in HEK293T ELG1-luciferase cells. Potency, µM (titrated, usually from 46 µM), for the others: at the highest dose activity change, positive = activation, hits mostly activators. HEK293T ELG1-luciferase reporter, luminescence, 16 h. AID 504466. hit rate 1.3% among 330,000; further: potency means the concentration at half of the fitted maximal effect; % of control where 0% means no effect; nearly all actives have a fitted effect of over 60% in size
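After overnight (16 hr) compound treatment at 37 °C, ELG1-luciferase HEK293T cells were lysed with ONE-Glo; luminescence quantified 30 min later at room temperature.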
Giardia kill: Giardia lamblia killing; Giardia lamblia trophozoite viability; activity change, % at 7.66 µM, hits read low; hit rate 0.15% among 340,000; AID 540267; in the data active means activity change below about -80%; inconclusive means between about -30% and that limit;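 further: parasites exposed to compound for two days anaerobically before the ATP read; on the % scale 0 is the no-effect control and ±100 the full control effect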
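Compounds were tested on trophozoites seeded at 100 cells/well and held 48 hrs at 37 deg C anaerobically. An ATP-based luminescent kit measured the remaining live cells.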
Rab9 prom act: Rab9 promoter activation | Huh7 Rab9 promoter-luciferase reporter, luminescence, 24 h | Potency, µM (highest dose often 9.22 µM), for the others: at the top dose activation, negative = inhibition, actives largely listed as activators | hit rate 2.8% among 320,000 | AID 485297; further: potency means the concentration at half of the fitted maximal effect; % of control where 0% means no effect; nearly all actives have a fitted effect of over 60% in size
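Huh7 cells stably carrying Rab9 promoter–luciferase reporter, plated 1500 cells/well, compound added after 2 h and incubated 24 h at 37 °C; luciferase luminescence then read after 10 min with detection reagent.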
RORgamma inh: inhibitors of mouse ROR gamma transcriptional activity; Potency, µM (doses to about 53.6 µM), inactives show at the highest dose activity change, negative = inhibition, most hits filed as inhibitors; Drosophila S2 Gal4-RORgamma UAS-luciferase reporter, 20 h; hit rate 5.4% among 310,000; further: potency means the concentration at half of the fitted maximal effect; on the % scale 0 is the no-effect control and ±100 the full control effect; nearly all actives have a fitted effect of over 60% in size
Target sequence (P51450 whole entry, looked up, the tested form may be a part): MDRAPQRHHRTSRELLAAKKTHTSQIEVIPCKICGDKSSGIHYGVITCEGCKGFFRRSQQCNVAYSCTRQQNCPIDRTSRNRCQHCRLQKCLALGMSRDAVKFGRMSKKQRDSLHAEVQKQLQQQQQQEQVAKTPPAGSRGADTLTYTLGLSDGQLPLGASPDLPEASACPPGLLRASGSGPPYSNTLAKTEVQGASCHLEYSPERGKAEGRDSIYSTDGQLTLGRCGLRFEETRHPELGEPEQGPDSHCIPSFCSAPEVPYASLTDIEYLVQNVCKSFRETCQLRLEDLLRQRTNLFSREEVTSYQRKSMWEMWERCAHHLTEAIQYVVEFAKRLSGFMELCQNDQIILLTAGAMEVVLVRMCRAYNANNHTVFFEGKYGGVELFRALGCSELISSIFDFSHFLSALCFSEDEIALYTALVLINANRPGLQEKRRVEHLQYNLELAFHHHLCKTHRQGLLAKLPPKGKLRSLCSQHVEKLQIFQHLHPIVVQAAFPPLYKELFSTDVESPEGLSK
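Schneider cells (Drosophila), stable Gal4 DBD–ROR gamma + UAS-luc; 1 hr cmpd preincubation; Cu2+ induction 700 uM final; 20 hr ambient; luminescence.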
BRCA1 expr act: activators of BRCA1 expression; MCF7-BRCA1-FFLuc reporter, luminescence, 48 h; response scale: scaled: vehicle 0%, 10 µM genistein 100%; hit rate 1.1% among 380,000; Potency, µM (top dose mostly 46.1 µM), inactives show at the highest dose activation, actives largely listed as activators; further: potency means the concentration at half of the fitted maximal effect; nearly all actives have a fitted effect of over 80% in size; some results filed as inactive show a strong effect at the top dose
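MCF7-BRCA1-FFLuc, 2000 cells/well; 2 h attach, 37 °C/5% CO2; compound 48 h; luciferase substrate 15 min; luminescence end-point. Norm. to genistein 10 microM max activation and DMSO; concentration-response curves fitted.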
* marks the source's active call; other numbers are inactive results; ? = inconclusive; nt = not tested or not shown; [ ] = remark or other dose. Unless noted, the call rests on the fitted dose curve; in most records, active means well fitted curve in the direction sought with a large enough effect; inconclusive means small, poorly fitted or top-dose-only effect, or another doubt; inactive means no such curve, though single readings can be large; an effect the other way counts as inactive or inconclusive. These rows are one share of the data; rates above refer to the full screens.

SMILES | Menin MLL FP TR | PKM2 activator | VP16 counter | p53 reactivation | NPC1 prom act | FLuc counter | ELG1 genotox | Giardia kill | Rab9 prom act | RORgamma inh | BRCA1 expr act
O=S(=O)(c1ccc2ccccc2c1)N1CCN(C(=S)Nc2ccc(F)cc2)CC1 | ? | 0% | 0% | 9% | 1% | 2% | -2% | -7 | -2% | -11% | -69%
COc1ccc(C(=O)N2CC(=O)Nc3ccc(F)cc3C2c2ccccc2)cc1 (stereo not drawn) | 0% | nt | -4% | 0% | -2% | -1% | -2% | -18 | -8% | 33% | 0%
C=CCON/C(CCC)=C1\C(=O)C(C(=O)OC)C(C)(C)CC1=NC (stereo not drawn) | 0% | -4% | -21% | 9% | 5% | -3% | -2% | 26 | -3% | 12% | -6%
Cc1ccc(C)n1-c1ccc(-c2ccnc(N)n2)cc1 | 1% | -1% | 2% | 22% | -2% | ? | ? | 9 | 10% | -14% | 13%
O=C(c1ccccc1)N1CCN(CC(O)COCC2CC=CCC2)CC1 (stereo not drawn) | -3% | -1% | -5% | -4% | -1% | 2% | 1% | 22 | 0% | -8% | -5%
N#CC1=C(N)S[C@@H](C(=O)c2ccc(F)cc2)[C@@H]1c1cccs1 | ? | -13% | -8% | -3% | -8% | 0% | -2% | 6 | 0% | -8% | -39%
COc1ccccc1NC(=O)CSc1nnnn1Cc1ccccc1 | -6% | 1% | 4% | 1% | -4% | 5% | 0% | 10 | 2% | 16% | -2%
Cc1cc(C(=O)NCc2ccccc2Br)no1 | -6% | 2% | 2% | 23% | 9% | 1%[2.3 µM] | 10% | 8 | 15% | 25% | 42%
O=C(NCCCc1ccccc1)c1ccc(Br)o1 | 0% | -5% | -5% | 4% | ? | -5% | 0% | 11 | 4% | 10% | ?
O=S1(=O)N=C2CCCCCN2C(c2ccc(Br)cc2)N1 (stereo not drawn) | -4% | -1% | -19% | 4% | -1% | -2% | -2% | 6 | 3% | -2% | -2%
COCCN(C(=O)CCC(=O)Nc1nccs1)C(C(=O)NCCC(C)C)c1ccc(OC)cc1 (stereo not drawn) | -10% | -1% | 2% | 2% | -2% | 1% | -2% | -5 | 0% | -4% | -29%
Cc1cc(C)n(C/C=C/Cn2nc(C)cc2C)n1 | -23% | -5% | 0% | -2% | -6% | 1% | -2% | -2 | -3% | ? | 8%
O=C(COc1ccc(-c2nnco2)cc1)Nc1c(Cl)cccc1C(F)(F)F | nt | nt | nt | -3% | 0% | -3% | -2% | -16 | 4% | nt | 2%
Cc1cc(NC2CCCCC2)nc2ccccc12 | -11% | -26% | 27% | 0% | -1% | ? | -4% | 5 | -2% | -26% | 3%
COc1ccc(-c2cnc3c(-c4ccc(F)cc4)cnn3c2N)cc1 | 24% | nt | 17% | ? | 0.4µM* | 0.6µM* | ? | ? | 0.32µM* | -33% | ?
CCOC(=O)c1c(NC(=S)Nc2ccccc2)sc2c1CC(C)(C)SC2 | ? | -10% | 4µM* | -6% | 3% | -13% | 0% | -11 | -5% | 2.8µM* | -25%
Cc1ccc(-n2c3c(c(O)c(-c4ccccc4)c2=O)C(=O)CC(C)(C)C3)cc1 | -15% | -12% | -10% | 3% | -5% | 0% | -1% | 4 | -3% | 19% | -14%
Cc1ccc(S(=O)(=O)N(C)CCCC(=O)Nc2ccc(C)cc2C)cc1 | 4% | 0% | -1% | -6% | -1% | -2% | -4% | 3 | -2% | 5% | -41%
CCOC(=O)N1CCN(CC(=O)Nc2cc3c(cc2C(C)=O)OCO3)CC1 | 1% | -4% | 2% | 5% | -3% | 0% | 8% | -15 | -1% | 10% | 0%
CCOC(=O)c1nc(N)c(C(=O)OCC)[nH]1 | -6% | 0% | 16% | ? | -4% | 2% | -4% | 7 | -7% | 5% | -14%
CC(=O)Oc1ccc2c(=O)c(Oc3ccccc3[N+](=O)[O-])coc2c1 | 18% | -1% | 6% | 2% | -1% | -8% | -1% | ? | -1% | 13% | -2%
O=C(O)Cn1nc(-c2ccccc2)c2ccccc2c1=O | -7% | 4% | 9% | -2% | -4% | 0% | 0% | -17 | 1% | -13% | -12%
O=C(NCc1ccc2c(c1)OCO2)c1ccc(=O)[nH]c1 | nt | 5% | -1% | 31% | 1% | 5% | -1% | 16 | -1% | -2% | -16%
CCCCCC(=O)Nc1ccc(C(=O)N/N=C/c2ccc([N+](=O)[O-])cc2)cc1 | ? | -1% | ? | -16% | -4% | 8% | 11% | 7 | -1% | -45% | -35%
Cc1ccc(/C=N/NC(=O)c2nn(C)cc2Cl)cc1 | -5% | -22% | ? | ? | 3.5µM* | 1.5µM* | ? | -11 | 3.5µM* | -45% | ?
O=C(CSc1nnc(-c2ccco2)n1-c1ccccc1)N1CCOCC1 | -15% | 13% | -3% | 20% | 1% | -2% | -4% | 7 | 0% | 37% | 2%
Cc1ccc(NC(=O)Cc2nc(COC(=O)C(C)NS(=O)(=O)c3ccc(C)cc3)cs2)cc1 (stereo not drawn) | nt | nt | nt | 18% | 4% | ? | 5% | 9 | 8% | nt | 19%
CCNC(=S)N=Nc1c(O)[nH]c2ccc([N+](=O)[O-])cc12 | ? | 1% | 11µM* | 1% | 12% | 0% | -9% | -5 | -4% | 2µM* | -2%
O=C(N1CCOCC1)N1CCC(NC(=O)C23CC4CC(CC(C4)C2)C3)CC1 | -17% | 3% | -7% | 4% | -1% | -2% | 8% | 3 | -2% | ? | 0%
COc1ccc(C2/C=C\CN(CC(C)(C)C)CC(=O)N2Cc2ccc(F)cc2)cc1 (stereo not drawn) | nt | 1% | 5% | -2% | -3% | 5% | 0% | -17 | -7% | 11% | 5%
O=C(NNc1cc(Cl)cc(Cl)c1)c1cccs1 | nt | 1% | 1% | -3% | 1% | 5% | 3% | 10 | -2% | 7% | 1%
Cc1ccc(C)c(N2CCN(C(=O)CCNS(=O)(=O)c3ccc4c(c3)oc(=O)n4C)CC2)c1 | 1% | nt | -1% | 1% | -3% | 2% | -8% | 12 | 0% | 19% | -31%
O=C(Nc1ccc2c(c1)CCC2)c1cnccn1 | 21% | -23% | -19% | ? | 3.5µM* | 12µM* | 6.5µM* | 1 | 3.2µM* | 25% | 3.5µM*
O=C(c1ccc2ccccc2c1)N1CCc2ccccc21 | ? | 0% | 4% | 14% | 20% | ? | 21% | -15 | ? | 17% | ?
O=C(Nn1cnnc1)c1ccncc1 | 1% | 1% | 3% | 3% | 0% | -1% | -1% | -8 | -1% | 2% | 4%
CCc1ccc(OCC(=O)Nc2ccncc2)c(Br)c1 | -3% | 3% | ? | 8% | 1% | 3.4µM* | ? | 23 | 0% | 44% | -8%
COC(=O)c1cc(=O)n(Cc2ccco2)c(=Nc2ccc(F)c(Cl)c2)s1 | 7% | -11% | ? | -21% | -3% | -2% | -8% | -22 | 0% | ? | -73%
Fc1ccc(Nc2nc(NCc3ccco3)c3ccccc3n2)cc1 | nt | -2% | ? | 5% | 1% | ? | -7% | 26 | -6% | ? | -61%
CC1CCN(C(=O)C2CCN(S(=O)(=O)N3CCC4(CC3)OCCO4)CC2)CC1 | ? | 1% | 3% | 10% | -3% | 0% | 1% | -14 | -3% | -1% | -7%
CCOC(=O)C1CCN(Cc2cc(C(C)(C)C)c(O)c(C(C)(C)C)c2)CC1 | 18% | ? | -2% | 5% | 10% | -4% | -7% | -27 | 0% | 1% | -27%
Cc1ccccc1-n1c(-c2ccncc2)n[nH]c1=S | -6% | 0% | -18% | -1% | 0% | 6% | 6% | -3 | -1% | 13µM* | 14%
CCC(C)(C)n1nnnc1C(c1ccccc1F)N1CCC(C(N)=O)CC1 (stereo not drawn) | 1% | -19% | -2% | -2% | 1% | -2% | -3% | 33[activator] | 0% | -3% | 2%
COC(=O)Nc1ccc(OC)c(OC)c1 | -1% | 16% | -7% | nt | nt | -6% | nt | 2 | nt | 13% | 14%
Cc1nc([N+](=O)[O-])c(C(=O)OCc2ccccc2F)n1C | 8% | 1% | 13% | 16% | -3% | -7% | 3% | 6 | 8% | 19% | 2%

Some of these compounds in order of their number in BRCA1 expr act, high to low.
Structure	BRCA1 expr act
COC(=O)Nc1ccc(OC)c(OC)c1	14%
Cc1nc([N+](=O)[O-])c(C(=O)OCc2ccccc2F)n1C	2%
COC(=O)c1cc(=O)n(Cc2ccco2)c(=Nc2ccc(F)c(Cl)c2)s1	-73%
